PfHsp40 rescue = compounds rescuing yeast from Plasmodium falciparum HSP40 toxicity; S. cerevisiae expressing PfHsp40, growth rescue, ATP luminescence; growth rescue, % at 12.5 µM; 0.68% of 340,000 active; in the data active = growth rescue above about 28%, passing the limit was not always enough; inconclusive = no clear call, values can overlap the other calls;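 note: yeast W303a lacking pdr1 and pdr3 grown in galactose medium; growth measured after three days at 30 °C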
Mtb FBA inh = inhibitors of M. tuberculosis fructose-bisphosphate aldolase; P9WQA3; purified M. tuberculosis FBA, fluorescence read-out; inhibition, % at 1 µM; 2.3% of 360,000 active; in the data active = inhibition above about 27%;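 note: 0% = vehicle and 100% = reference inhibitor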
FadD28 binding = inhibitors of Mycobacterium tuberculosis FadD28 bisubstrate binding | inhibition, % at 12.5 µM | 0.22% of 360,000 active | AID 588549 | FadD28 bisubstrate probe binding, fluorescence polarization; in the data active = inhibition above about 8.5%, passing the limit was not always enough; inconclusive = no clear call, values can overlap the other calls
UGM FP inh = blocks M. tuberculosis UGM enzyme | 0.06% of 320,000 active | P9WIQ1 | purified UGM, fluorescence polarization probe displacement | inhibition, % at 10 µM; in the data active = inhibition above about 10%, passing the limit was not always enough; inconclusive = no clear call, values can overlap the other calls
Y pestis TopoI = inhibitors of Yersinia pestis topoisomerase I | activity, % at 10 µM | Y. pestis Topo-I cleavage product accumulation, plate reader | AID 504884 | 0.064% of 360,000 active; in the data active = activity above about 50%, passing the limit was not always enough; inconclusive = no clear call, values can overlap the other calls; note: inactives centre near 2
GDH-TPI counter = inhibits GDH-TPI coupling enzymes, artifact for Mtb FBA screen | GDH-TPI coupled enzyme counterscreen, NADH absorbance | inhibition, % at 4.8 µM | 1.2% of 360,000 active | AID 588335; in the data active = inhibition above about 30%;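 note: 0% = DMSO wells and 100% = wells lacking the enzyme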
Mtb BioA inh = inhibitors of Mycobacterium tuberculosis BioA enzyme; purified M. tuberculosis BioA enzyme, plate reader; inhibition, % at 9.99 µM; 0.096% of 360,000 active; in the data active = inhibition above about 40%; inconclusive = no clear call, values can overlap the other calls
BH1578 lux ind = inducers of Vibrio cholerae quorum light production without autoinducers | 0.16% of 350,000 active | activation, % at 18.7 µM | V. cholerae BH1578 lux reporter, luminescence, 6 h; in the data active = activation mostly above about 9.7%, no sharp cut-off; inconclusive = no clear call, values can overlap the other calls; inactive = mostly below about 3.7%; note: not every result past the cut was called active; inactives centre near 0; reference of the scale not given here
TcdB GH inh = inhibitors of Clostridioides difficile toxin B glycohydrolase. TcdB glycohydrolase enzymatic assay, plate reader. inhibition, % at 9.99 µM. 0.24% of 350,000 active; in the data active = inhibition above about 10%
* marks the source's active call; other numbers are inactive results; i = inactive; ? = inconclusive; nt = no result given.

SMILES	PfHsp40 rescue	Mtb FBA inh	FadD28 binding	UGM FP inh	Y pestis TopoI	GDH-TPI counter	Mtb BioA inh	BH1578 lux ind	TcdB GH inh
COc1ccc(C(C)=O)cc1Cn1c(=O)cc(C)[nH]c1=O	0.7	0.3	nt	-1.6	3.0	-4.4	nt	-0.3	0.5
CCC1(c2ccccc2)NC(=O)N(CC(=O)Nc2nnc(C3CC3)s2)C1=O (centres undefined)	-1.5	4.0	-1.4	2.4	3.9	4.8	-0.1	i	1.4
COc1cc2c(cc1OC)CN(c1nc(CN3CCOCC3)nc3sc4c(c13)CCC(C)C4)CC2 (centres undefined)	-0.1	1.2	-5.4	-0.6	34.1	-3.8	nt	-0.4	nt
Cn1c(NC(=O)c2ccccc2)c(-c2ccccn2)c(=O)c2ccccc21	0.5	0.2	-2.8	-3.8	5.4	9.9	0.7	-0.2	0.6
CCOC(=O)C1CCN(C(=O)COC(=O)c2ccccc2C(=O)c2ccc(Cl)cc2)CC1	0.3	-1.1	-1.0	-0.3	41.8	-4.6	0.4	i	1.1
CCCN(CC(=O)Nc1ccccc1OC)C(=O)c1ccc2c(c1)NC(=O)C(C)S2 (centres undefined)	1.3	-2.4	-2.7	3.5	14.7	0.5	1.3	0.4	0.8
Cc1onc(-c2c(Cl)cccc2Cl)c1C(=O)Nc1nccs1	1.2	-0.4	1.0	1.1	-2.3	0.8	2.2	i	1.1
COc1ccc(C2CC(C)=C(C#N)S(=O)(=O)C2C#N)cc1 (centres undefined)	5.1	0.1	-3.1	0.1	-12.0	0.0	-0.8	-0.6	-0.2
CN1C(=O)c2cccc3c(S(=O)(=O)NCc4ccco4)ccc1c23	-1.0	6.4	-2.8	2.2	-2.1	3.8	2.1	-0.2	nt
COc1ccc(/C=C(\NC(=O)c2ccc([N+](=O)[O-])cc2)C(=O)NCCN2CCOCC2)cc1	-0.3	-1.6	-1.9	3.6	-7.6	7.3	-0.6	i	1.7
CCn1c(SCC(=O)N2CCOCC2)nc(O)cc1=O	-0.9	-0.9	-4.8	-1.2	7.7	0.9	-0.3	-0.2	-1.3
Cc1cc(C)c(C(=O)COC(=O)CCn2c(C)csc2=O)cc1C	-0.9	0.9	-4.5	4.3	17.6	-4.2	nt	-1.9	-0.3
COc1ccc(CCNc2cc(C)nc3c(-c4ccc(Cl)cc4)cnn23)cc1OC	-0.6	33.9*	-3.0	-1.8	15.3	4.7	-0.1	i	nt
CCN1C(=O)N[C@@H](c2cccc(F)c2)C(C(=O)OC)=C1C	-1.3	0.0	-1.4	-0.1	-5.4	-2.6	0.1	i	-0.2
Cc1ccc(S(=O)(=O)N2CCN(C(=O)COC(=O)Cc3ccc(F)cc3)CC2)c(C)c1	0.0	5.3	-4.2	nt	22.1	3.2	0.6	0.0	1.3
CN(C(=O)c1cccc(NC(=O)C2CCCN(C(=O)OC(C)(C)C)C2)c1)C1CCC1 (centres undefined)	-0.4	-0.6	-3.9	0.8	-3.3	-3.1	-1.0	-7.1	1.3
CCN(CC)S(=O)(=O)c1ccc(C)c(NC(=O)COC(=O)c2ccc(C)c(S(=O)(=O)N3CCOCC3)c2)c1	-0.6	2.6	-1.9	0.6	7.4	-2.9	-0.4	nt	nt
COc1ccc(CN2C(=NC(=O)C3CC3)SC3CS(=O)(=O)CC32)cc1 (centres undefined)	3.4	-2.6	-1.8	2.2	1.8	-2.6	-1.1	i	1.2
CC(C)C(NC(=O)C1CCCCC1)C(=O)Nc1ccccn1 (centres undefined)	-0.1	1.1	0.9	1.5	1.1	6.4	0.2	-0.6	nt
CCc1ccc(OCC(=O)NC(NC(=S)Nc2ccccc2C)C(Cl)(Cl)Cl)cc1 (centres undefined)	0.7	-0.1	-4.1	1.1	1.8	-6.7	-2.4	-0.6	0.7
Cc1cc(C)nc(NS(=O)(=O)c2ccc(NS(=O)(=O)c3ccccc3)cc2)n1	0.5	2.5	-0.7	2.0	6.3	-4.9	-0.7	-0.6	0.7
Cc1cccc(NC(=O)c2cc(N3CCOCC3)nc3ccccc23)c1	0.1	2.8	-0.2	-0.8	-3.9	12.9	-5.1	i	nt
CC(Oc1cc2oc(=O)c3c(c2cc1Cl)CCC3)C(=O)NCCCN1CCCC1=O (centres undefined)	-0.9	7.5	0.2	-1.5	1.6	17.0	16.2	i	-0.7
Cc1ccc(S(=O)(=O)NCC(=O)OC(C)C(=O)NCc2ccc3c(c2)OCO3)cc1 (centres undefined)	-1.1	4.1	-2.3	nt	-4.8	4.9	1.3	2.3	4.1
CCN(C(=O)c1cc2cccc(OC)c2oc1=O)c1ccccc1	0.1	-0.7	-1.5	2.4	2.3	9.3	-1.6	-0.3	nt
O=C1CCC(C(=O)N2CCN(c3ccccc3Cl)CC2)CN1CC1CCCCC1 (centres undefined)	-0.1	5.6	0.1	0.8	21.2	8.3	4.3	-12.7	0.4
CC(=O)Nc1cc(-c2cccc(C(=O)N(C)C)c2)cn2c(-c3ccc(F)c(Cl)c3)cnc12	nt	1.6	-6.8	nt	36.8	3.6	6.9	-0.4	-0.4
Cc1nn(C)c(=S)n1-c1ccc(Cl)cc1	1.2	4.8	-0.5	-0.9	4.4	-6.0	nt	1.9	0.6
Fc1ccccc1CSc1nncn1NCc1cccs1	-0.2	-1.5	-1.6	2.0	3.9	11.7	2.1	i	0.7
N#Cc1cn(Cc2cccc(Cl)c2)c2ccccc12	0.6	1.1	-0.8	2.3	13.6	7.7	-1.7	-25.0	nt

Compounds listed so far with a cyano group, in the order listed:
SMILES	PfHsp40 rescue	Mtb FBA inh	FadD28 binding	UGM FP inh	Y pestis TopoI	GDH-TPI counter	Mtb BioA inh	BH1578 lux ind	TcdB GH inh
COc1ccc(C2CC(C)=C(C#N)S(=O)(=O)C2C#N)cc1 (centres undefined)	5.1	0.1	-3.1	0.1	-12.0	0.0	-0.8	-0.6	-0.2
N#Cc1cn(Cc2cccc(Cl)c2)c2ccccc12	0.6	1.1	-0.8	2.3	13.6	7.7	-1.7	-25.0	nt

Continuation.
SMILES	PfHsp40 rescue	Mtb FBA inh	FadD28 binding	UGM FP inh	Y pestis TopoI	GDH-TPI counter	Mtb BioA inh	BH1578 lux ind	TcdB GH inh
COc1ccc(N2CCN(CC(=O)c3ccc(O)cc3O)CC2)cc1	0.2	5.3	0.2	-1.5	-4.6	21.7	-1.0	-0.1	0.8
Nc1cc(C(F)(F)F)ccc1N1CCOCC1	-1.2	7.7	1.6	-1.8	-6.8	-1.2	nt	-0.3	-3.6
CCN1CCCC1CNC(=O)Cn1ncc2c(=O)oc3ccc(C)cc3c21 (centres undefined)	3.9	-0.4	-1.1	-2.2	3.7	1.9	-1.8	1.0	0.4
O=C(CSc1nc2[nH]c(=O)cc(O)c2s1)Nc1nncs1	-1.1	5.5	-2.1	nt	1.9	-1.8	1.0	-1.3	1.4
CC(C)c1ccc(C(=O)NN2C(=O)C3CCCCC3C2=O)cc1 (centres undefined)	-0.2	-0.9	3.3	0.7	4.5	-0.8	-2.0	-0.3	-1.4
COCCNC(=O)c1ccc2c(=O)n(CCOC)c(=O)[nH]c2c1	-0.1	16.1	-1.5	-1.1	3.6	10.8	nt	i	nt
CCOC(=O)c1sc2nc3n(c(=O)c2c1C)CCC(C)CC3 (centres undefined)	-0.2	-2.6	-3.4	1.0	12.5	4.9	1.5	i	-0.2
COc1ccccc1C(=O)NC(=S)Nc1ccccc1N1CCCCC1	-0.2	2.1	-0.8	0.3	3.1	7.1	0.6	i	0.5
CCOc1ccc(S(=O)(=O)N2CCCCC2)cc1NC(=O)c1c(CC)noc1C	1.2	3.4	1.5	-4.0	-0.5	-6.3	nt	i	-1.9
CCCCN(C(=O)NC(=O)Nc1ccccc1OCC)S(C)(=O)=O	3.5	4.4	1.3	-0.3	-3.2	-10.6	-2.5	37.7*	nt
CCOC(=O)CNC(=O)CCCCCC(=O)NCC(=O)OCC	0.6	7.0	-2.7	0.5	2.9	-3.0	0.5	i	nt
CSc1ccc(-c2cccc([N+](=O)[O-])c2)nn1	0.8	5.3	-1.0	-1.2	-3.1	4.4	nt	0.9	0.8
CCn1c(SC)nnc1C1CCCN(CC(=O)Nc2ccccc2N2CCOCC2)C1 (centres undefined)	-0.6	0.1	-2.3	-0.1	-1.3	-0.8	7.4	i	0.8
CCOc1ccccc1NC(=O)Nc1ccc(Br)cc1C	-0.6	1.1	-1.0	6.7	-1.8	1.2	-2.8	0.0	1.4
CC(C)(C)C(=O)OC/C(N)=N/OC(=O)c1ccccc1	0.2	0.5	-0.3	1.1	-1.0	0.7	-2.4	i	3.4
COC(=O)C(C(=O)N1CCN(C)CC1)C1CCCCCC1 (centres undefined)	-0.1	6.1	-1.1	0.5	-4.4	5.1	0.2	-0.5	nt
c1ccc(C(c2ccccc2)c2cccnc2)cc1	0.0	-2.9	-2.2	nt	20.5	5.1	0.7	i	0.7
C=CCn1c(SCC(=O)c2ccc(O)c(O)c2)nnc1-c1cccc(C)c1	0.9	5.3	-1.2	0.2	-3.3	28.6	-2.6	i	-1.7
Cc1nn(C(=O)Cn2ccc([N+](=O)[O-])n2)c(C)c1Br	0.6	4.7	-0.8	2.5	-1.9	9.8	-2.3	-1.7	1.8
Cc1onc(-c2ccccc2)c1C(=O)NNC(=O)c1ccccc1Br	0.6	3.7	-2.1	2.7	-2.3	2.5	0.4	i	2.0
O=C(CCC1CCCN(C(=O)c2ccncc2)C1)NCc1ccc(F)c(F)c1 (centres undefined)	-0.7	1.3	0.6	-0.6	-2.9	7.6	nt	-1.6	0.6
Cc1nnc2c(N3CCN(CCO)CC3)nc3ccccc3n12	0.5	-1.1	-4.3	3.8	-3.0	14.6	0.6	-0.5	0.5
CNc1cc(C)nc(-n2nc(C)cc2C)n1	-0.4	3.9	-2.9	-0.6	0.4	-9.1	0.4	-3.2	nt
Cc1nc2nc(Cc3ccccc3)[nH]n2c(=O)c1Cc1ccccc1	1.7	-1.9	-2.2	3.2	-2.0	-0.4	0.4	i	nt
CCCc1cc(-c2n[nH]c(=S)n2CC)c2ccccc2n1	9.8	-1.4	-0.7	-1.9	5.5	3.8	nt	i	nt
Cn1c(CCNC(=O)c2ccccc2F)nnc1SCC(=O)Nc1nncs1	-0.5	0.8	0.2	1.5	5.7	4.5	-0.3	-0.4	0.3
COc1ccc(CN2CCC(=O)N([C@H](CO)CC(C)C)CC2)cc1	-0.5	-1.2	-2.2	-0.9	-4.0	-3.1	0.8	1.2	1.7
CCCn1c(C2CCCN2c2nc(-c3ccc(OC)cc3)cs2)nc2ccccc21 (centres undefined)	-0.3	2.8	-1.5	-0.4	-0.2	14.7	-1.0	i	nt
Cc1ccc(S(=O)(=O)N2CCN(C(=O)COC(=O)c3c(C)cc(C)cc3C)CC2)c(C)c1	-0.6	-1.2	-3.1	0.0	30.3	-7.0	4.8	5.6	1.5
CCOC(=O)N1CCN(C(=O)CN(c2ccccc2OC)S(=O)(=O)c2ccc(C)cc2)CC1	-2.1	2.4	1.2	0.4	23.7	5.8	nt	i	nt
O=C(Oc1ccc2c(c1)OCO2)c1cc2c(s1)CCC2	0.8	3.4	-1.5	-2.5	17.9	1.9	-1.0	-6.1	nt
O=C(Nc1cccc(C(F)(F)F)c1)NC1CCN(S(=O)(=O)c2ccc(F)cc2)CC1	?	2.1	-3.0	-0.4	6.1	-5.8	-0.9	i	nt
Cc1ccc(OCC(=O)NNC(=O)C2CC(=O)N(c3ccc4c(c3)OCCO4)C2)cc1 (centres undefined)	-0.5	-0.1	-2.3	0.0	7.7	5.3	nt	i	0.1
O=C1c2ccccc2NC(c2ccccc2)N1/N=C/c1ccccc1 (centres undefined)	-0.2	7.5	-3.3	-1.8	-2.2	0.8	0.6	0.4	nt
CCc1noc(C)c1C(=O)NCCc1ccc(OC)c(OC)c1	-1.0	-0.3	-3.9	-2.9	-8.3	-7.6	-1.2	i	nt
C=CCn1c(N)cc(=O)nc1SC(C)C(=O)Nc1ccc(C(=O)OCC)cc1 (centres undefined)	-0.5	0.0	-2.1	0.3	-1.6	9.3	3.3	-0.8	-2.4
O=C1Nc2ccccc2C1(O)Cc1ccccn1 (centres undefined)	2.6	3.5	-3.8	-2.2	-4.5	-1.4	-10.5	-0.1	0.6

An unsorted share of the library; 4.6% or so of the library scored in one or more.
